Screening results from PubChem.
HKDC1 inh: HKDC1 (human) hexokinase inhibition | Q2TB90 | recombinant HKDC1, G6PDH/diaphorase resazurin coupled fluorescence | inhibition, % at 20 µM | 0.16% of 340,000 active | AID 493160;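 active = inhibition above about 35% when tested at 20 µM, limit read from the data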;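 note: plate controls were DMSO wells with enzyme for no effect and DMSO wells lacking enzyme for full effect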
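Test system: recombinant HKDC1 (HK5) hexokinase enzyme, produced in-house / Doses: 20 µM test compound, 1% DMSO / Timing: 90 min, room temperature / Detection: G6PDH/diaphorase-coupled fluorescence, 1 mM NADP, 100 µM resazurin, 525/613 nm / Control set: DMSO wells with and without enzyme mix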
PfG6PD inh: PfG6PD (Plasmodium falciparum) enzyme inhibition; inhibition, % at 20 µM; AID 504690; 0.78% of 350,000 active; PfGluPho enzyme, NADPH resazurin-diaphorase fluorescence;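 active = inhibition reaching at least a set limit at 20 µM in the primary screen, cut at about 59% in these data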;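 note: 0% = DMSO wells with substrate and 100% = DMSO wells lacking glucose-6-phosphate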
hIAP block: human IAP inhibition; purified IAP, CDP-Star luminescence, 30 min; 0.12% of 330,000 active; AID 2544; P09923; inhibition, % at 10 µM;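 active = inhibition reaching a set limit with compound at 10 µM in the primary screen, cut at about 35% in these data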;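 note: plate controls were DMSO wells with enzyme for no effect and no-enzyme buffer wells for full effect; values of inactives mirror those of a sister screen read the other way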
APOBEC3A inh: inhibitors of human APOBEC3A DNA deaminase | recombinant A3A, FAM/TAMRA ssDNA deamination fluorescence | inhibition, % at 20 µM | P31941 | 0.41% of 330,000 active;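 active = at least 40% inhibition at 20 µM here, with at most 30% in a related deaminase screen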;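 note: plate controls were A3A with DMSO for no effect and wells lacking A3A enzyme for full effect; some results filed as inactive read as strong as hits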
Target sequence (P31941 whole entry, looked up): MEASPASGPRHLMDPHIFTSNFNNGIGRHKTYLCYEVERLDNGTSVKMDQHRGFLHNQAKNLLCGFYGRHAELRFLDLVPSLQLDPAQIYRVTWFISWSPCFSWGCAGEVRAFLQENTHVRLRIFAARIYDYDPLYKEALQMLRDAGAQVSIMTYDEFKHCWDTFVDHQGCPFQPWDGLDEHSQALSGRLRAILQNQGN
ATG4B inhibitor: blocks human ATG4B protease cleavage of LC3 substrate; ATG4B cleavage of LC3-PLA2, NBD-HPC fluorescence, 1 h; inhibition, % at 8.33 µM; 0.51% of 340,000 active; AID 504462; in the data active = inhibition above about 40%
Target sequence (Q9Y4P1 whole entry, looked up): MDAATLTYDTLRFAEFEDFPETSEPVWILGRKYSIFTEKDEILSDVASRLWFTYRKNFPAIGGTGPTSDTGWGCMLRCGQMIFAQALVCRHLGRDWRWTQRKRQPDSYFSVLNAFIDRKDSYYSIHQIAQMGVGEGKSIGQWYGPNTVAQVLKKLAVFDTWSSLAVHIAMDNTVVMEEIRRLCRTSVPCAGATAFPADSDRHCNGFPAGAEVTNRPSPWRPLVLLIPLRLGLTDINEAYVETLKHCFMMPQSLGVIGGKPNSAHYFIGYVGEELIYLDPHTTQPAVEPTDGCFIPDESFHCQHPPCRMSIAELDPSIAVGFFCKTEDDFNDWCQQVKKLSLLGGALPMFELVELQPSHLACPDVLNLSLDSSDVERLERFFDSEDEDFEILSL
mIAP activ: increases mouse intestinal alkaline phosphatase activity. muIAP, CDP-Star luminescence, 30 min; active compounds read high; 1 = vehicle-only enzyme signal, 0 = enzyme-free wells. activation factor at 10 µM. 0.24% of 330,000 active;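 active = activation factor of at least 2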; note: the source names both 10 and 20 µM as test concentration; values of inactives mirror those of a sister screen read the other way
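Assay system: mouse IAP enzyme / Compound: DMSO-dissolved test compounds / Timing: 30 min, room temperature / Measured by: luminescence from enzymatic CDP-Star hydrolysis / Control set: DMSO-only wells, enzyme-free buffer wells as negative control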
mIAP inh: blocks mouse intestinal alkaline phosphatase; 0.2% of 330,000 active; purified mouse IAP, CDP-Star luminescence, 30 min; inhibition, % at 10 µM;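 active = inhibition of at least 40% at 10 µM in the primary screen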;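 note: plate controls were DMSO with enzyme for no effect and no enzyme wells for full effect; values of inactives mirror those of a sister screen read the other way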
hIAP activ: human IAP activation. purified human IAP, CDP-Star luminescence, 30 min; active compounds read high; 1 = vehicle-only enzyme, 0 = enzyme-free background. P09923. AID 2524. activation factor at 10 µM. 0.16% of 330,000 active;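 active = activation factor of the enzyme at least 2-fold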; note: the source names both 10 and 20 µM as test concentration; values of inactives mirror those of a sister screen read the other way
* = called active by the depositor; nt = no result given. Rows were taken by chance (roughly 2.4% active in at least one column).

hIAP block	mIAP inh	HKDC1 inh	mIAP activ	hIAP activ	ATG4B inhibitor	PfG6PD inh	APOBEC3A inh	smiles
18	-1	-16	1	0.82	3	2	1	Cc1c(Br)c([N+](=O)[O-])nn1C(C)C(=O)NCc1ccco1 (configuration not stated)
-3	0	-9	1	1	-3	-6	-2	O=c1oc(Nc2cccc(F)c2)nc2ccccc12
2	12	-2	0.88	0.98	0	-13	1	Cc1ccc2c(c1)N(CC(=O)NC1CCCC1)C(=O)c1cccnc1O2
13	14	8	0.86	0.87	9	-7	-2	CC1(c2ccccc2)CC(C)(C)N2C(=O)C(=O)c3cccc1c32 (configuration not stated)
0	-5	0	1.1	1	2	-5	-3	O=C(c1cnc(Cl)c(Cl)c1)N1CCN(S(=O)(=O)c2ccc(F)cc2)CC1
0	-2	-7	1	1	-5	5	0	Cc1cc(C)cc(OC(C)C(=O)Nc2ccccc2C(=O)NCc2cccnc2)c1 (configuration not stated)
10	-14	1	1.1	0.91	2	19	-1	Cc1cc(C)nc(NS(=O)(=O)c2ccc(NC(=O)c3ccc(O)cc3O)cc2)n1
7	14	-8	0.86	0.93	-9	6	-4	O=C(c1ccc2ccccc2c1)N1CCN(c2ccccc2)CC1
-6	-1	-3	1	1.1	-5	13	1	Cc1cc(=O)n(CC(=O)Nc2cc(Cl)ccc2C)c(C(C)C)n1
-6	15	nt	0.85	1.1	nt	nt	31	Cn1c(N)c(C(=O)COC(=O)c2cc(-c3ccco3)nc3ccccc23)c(=O)n(Cc2ccccc2)c1=O
0	-2	-8	1	1	0	4	1	Cc1ccc(-n2c(C)nn(CC3CC3)c2=O)cc1
-11	6	-7	0.94	1.1	9	5	-1	O=C1c2cccc(OCC(=O)N3CCCc4ccccc43)c2CCN1Cc1ccc(Br)cc1
9	8	-6	0.92	0.91	-18	-3	-2	CC(C)=CCCC(C)CCO (configuration not stated)
2	-2	-24	1	0.98	-17	6	10	O=C(CN1CCN(CCN2C(=O)c3cccc4cccc(c34)C2=O)CC1)c1ccc(F)cc1
13	8	4	0.92	0.87	-3	1	2	COc1cc2nc(N(CCN(C)C)C(=O)c3ccc4ccccc4c3)sc2cc1OC
11	4	6	0.96	0.89	2	14	2	O=C(Nc1cc(Cl)ccc1Oc1ccccc1)c1ccc(F)cc1
1	-2	-7	1	0.99	-7	10	2	COc1ccc(CCNC(=O)CN2C(=O)c3cccc4cccc(c34)C2=O)cc1OC
-9	10	3	0.9	1.1	5	-10	-3	COc1cccc(C(=O)N2CCN(S(C)(=O)=O)CC2)c1
-11	-3	-2	1	1.1	-6	3	-12	CCN(CC)c1ccc(N2C(=NC(=O)C3CC3)SC3CS(=O)(=O)CC32)cc1 (configuration not stated)
-29	0	-1	1	1.3	-2	25	3	Cc1nc(-c2cccc(S(=O)(=O)N3CCC(C)CC3)c2)cs1
8	-11	-3	1.1	0.92	-13	11	-1	COc1ccc(-n2nnc3c(=O)n(CC(=O)N4CCC(C)CC4)cnc32)cc1
-27	1	-20	0.99	1.3	-7	11	-2	Cc1ccc2sc(NNC(=O)c3ccc4c(c3)OCCO4)nc2c1C
-8	8	-5	0.92	1.1	4	-10	-4	O=C(NCCCN1CCCC1=O)C1CCN(S(=O)(=O)c2cccc(Cl)c2Cl)CC1
-1	-7	-4	1.1	1	-7	-14	-4	O=C(CN1C(=O)C2C3c4ccccc4C(c4ccccc43)C2C1=O)Nc1cccc(C(=O)O)c1 (configuration not stated)
14	-3	-2	1	0.86	-1	-11	2	Cc1ccc(S(=O)(=O)NC(CC(C)C)C(=O)N2CCCC2)cc1 (configuration not stated)
9	9	-7	0.91	0.91	11	35	-2	Cc1cc(C(=O)N/N=C/c2ccc3c(c2)OCO3)c(C)n1-c1ccc(F)cc1
2	-4	-9	1	0.98	-8	-3	11	c1ccc2c(c1)OCCOCCOCCOCCOCCOc1ccccc1OCCOCCOCCO2
16	2	-2	0.98	0.84	-4	21	3	COc1ccc2nc(-c3ccccn3)[nH]c2c1
28	10	2	0.9	0.72	-5	9	14	CCCCn1c(O)c(N=Nc2ccccn2)c2ccccc21
5	7	14	0.93	0.95	20	-18	3	O=[N+]([O-])c1ccccc1-c1nc(-c2ccc(Br)o2)no1
-11	-4	-4	1	1.1	0	37	7	Cn1c(SCC(=O)Nc2ccc3[nH]c(=O)[nH]c3c2)nnc1-c1ccc(F)cc1
14	-11	3	1.1	0.86	-16	25	-4	CC(C)c1ccc(NC(=O)C(c2ccccc2)N(C)C(=O)CCc2c[nH]c3ccccc23)cc1 (configuration not stated)
-8	-4	8	1	1.1	-11	34	3	CN(C)CCN(C(=O)c1ccc(N2C(=O)CCC2=O)cc1)c1nc2cc3c(cc2s1)OCO3
-4	-3	-2	1	1	-9	1	-2	COc1ccc(C2C(C(=O)N3CCN(c4ccccc4)CC3)c3ccccc3C(=O)N2C)cc1 (configuration not stated)
-4	8	-4	0.92	1	6	-10	2	COC(=O)c1cccc(NC(=O)CC2NCCNC2=O)c1 (configuration not stated)
-5	-6	-3	1.1	1.1	-5	2	-7	O=C(CSc1ncn[nH]1)NCc1ccc(Cl)cc1
14	3	-7	0.97	0.86	6	6	0	COC(=O)[C@@H](NC(=O)c1ccccc1OC1CCN(S(C)(=O)=O)CC1)C(C)C
5	4	-2	0.96	0.95	-8	16	5	CCN(CC)S(=O)(=O)c1ccc2oc(Nc3ccc(OC)cc3OC)nc2c1
-32	-15	2	1.2	1.3	1	-11	-4	CCS(=O)(=O)N1CCC(C(=O)NCCCN2CCCCCC2)CC1
28	4	6	0.96	0.72	3	75*	-1	CC(=O)c1cccc(NC(=O)c2cnn(-c3ccccc3)c2C)c1
6	-14	nt	1.1	0.94	nt	nt	1	O=C(NC(=O)c1ccccc1)NC1(C(F)(F)F)OCCO1
nt	-17	-3	1.2	nt	0	5	3	CCCN=C1N(C)C[C@@H]2[C@@H]3C(=O)N(C)C(=O)[C@@H]3[C@](C)(C(=O)OC)N12
-8	-2	-7	1	1.1	0	-8	1	Nc1nc(SC23CC4CC(CC(C4)C2)C3)ns1
-18	7	-4	0.93	1.2	1	3	-6	COc1cc(C2C(C#N)=C(N)N(c3cccnc3)C3=C2C(=O)CC(C)(C)C3)ccc1O (configuration not stated)
3	20	4	0.8	0.97	10	-20	3	O=C(NC(NC(=S)Nc1ccc(Cl)cc1Cl)C(Cl)(Cl)Cl)c1cccc([N+](=O)[O-])c1 (configuration not stated)

Complete entries as entered above.
O=C(NC(=O)c1ccccc1)NC1(C(F)(F)F)OCCO1 as listed: hIAP block = 6; mIAP inh = -14; HKDC1 inh = nt; mIAP activ = 1.1; hIAP activ = 0.94; ATG4B inhibitor = nt; PfG6PD inh = nt; APOBEC3A inh = 1
COc1ccc(C2C(C(=O)N3CCN(c4ccccc4)CC3)c3ccccc3C(=O)N2C)cc1 (configuration not stated) as listed: hIAP block = -4; mIAP inh = -3; HKDC1 inh = -2; mIAP activ = 1; hIAP activ = 1; ATG4B inhibitor = -9; PfG6PD inh = 1; APOBEC3A inh = -2

(cont.)
hIAP block	mIAP inh	HKDC1 inh	mIAP activ	hIAP activ	ATG4B inhibitor	PfG6PD inh	APOBEC3A inh	smiles
7	13	-3	0.87	0.93	-6	-4	1	COc1nc(-c2ccccc2)ncc1S(=O)(=O)c1ccccc1
3	5	18	0.95	0.97	-12	27	-1	COc1ccc(N2CCN(c3nc(NCCc4ccc(OC)c(OC)c4)nc(OC)n3)CC2)cc1
8	19	-2	0.81	0.92	1	8	0	CCOc1ccc(-n2ccnc(SCC(=O)NC3CCCC3)c2=O)cc1
-10	-1	9	1	1.1	-3	-19	-2	O=C(Nc1nnc(COc2ccc(Br)cc2)s1)c1ccco1
-7	-9	-2	1.1	1.1	10	-2	3	CCCCCCOC(=O)C[N+](C)(C)CCOC1CC2CCC1(C)C2(C)C (configuration not stated)
-5	-2	-7	1	1.1	0	22	-2	Cc1cccn2cc(-c3ccc(Cl)cc3)nc12
1	7	-3	0.93	0.99	-6	18	1	COC(=O)C1=C(N)c2c(F)cccc2C1(C#N)c1ccccc1 (configuration not stated)
18	9	-2	0.91	0.82	-2	-1	-1	O=C(NCc1ccncc1)c1ccc(Cl)c(S(=O)(=O)N2CCOCC2)c1
10	4	-4	0.96	0.9	-7	-1	2	Cc1ccc(S(=O)(=O)NCCN2CCOCC2)s1
2	1	-5	0.99	0.98	16	19	-4	Cc1ccc(C(C)C)c(OCCNCCc2ccccc2)c1
0	-4	6	1	1	-14	1	-2	O=C(Nc1ccc2c(c1)OCO2)C1CCN(S(=O)(=O)c2cccc3cccnc23)CC1
-33	-2	-2	1	1.3	0	-8	0	COc1ccccc1-c1ccc(SCC(=O)NC2CCCCC2)nn1
-19	0	6	1	1.2	18	-9	-1	CCOC(=O)N1CCN(C(=O)Cn2nc(C)n3nc(-c4ccc(OC)cc4)cc3c2=O)CC1
-8	0	-4	1	1.1	-6	-4	1	O=C(COC(=O)CCCN1C(=O)c2cccc3cccc(c23)C1=O)NC1CCS(=O)(=O)C1 (configuration not stated)
-6	1	-9	0.99	1.1	-3	-6	0	N#CC(c1ccc(Cl)cc1)N1CCOCC1 (configuration not stated)
-26	-2	-8	1	1.3	5	-3	-1	CCOC(=O)C(NC(=O)c1ccccc1)=C1CCCCC1
24	3	-7	0.97	0.76	-1	-1	-3	COc1ccc(/C=C/C(=O)c2c(C)nc3ccccn23)cc1
2	-3	-1	1	0.97	1	9	-5	Cc1c(C(=O)c2ccc(N(C)C)cc2)c2ccccn2c1CCC#N
-10	-33	-6	1.3	1.1	-7	8	-1	CCc1ccc(NC(=S)NCc2ccccc2)cc1
-22	11	1	0.89	1.2	-7	20	-5	O=C(CNC(=O)c1[nH]cnc1C(=O)NC(c1ccccc1)c1ccccc1)OCc1ccccc1
11	0	-5	1	0.89	0	4	4	Cn1nc(C(=O)Nc2nc(-c3ccc(F)cc3)cs2)ccc1=O
8	-10	2	1.1	0.92	-12	-19	0	CCN(CC)S(=O)(=O)c1ccc(NC2c3ccccc3C(=O)N2Cc2ccc3c(c2)OCO3)cc1 (configuration not stated)
-1	-4	-7	1	1	-6	-2	1	COc1ccc(S(=O)(=O)NC(C)C(=O)Nc2cccc([N+](=O)[O-])c2)cc1 (configuration not stated)
8	4	-2	0.95	0.92	1	19	1	COc1cccc(C2CC(c3ccccc3OC)n3ncnc3N2)c1 (configuration not stated)
-3	-1	8	1	1	0	17	-3	O=C(Nc1ccc(-c2csc(Nc3cccc(C(F)(F)F)c3)n2)cc1)c1ccccc1
-19	-4	-2	1	1.2	-5	-1	-4	COc1ccc(-c2nnc(SCC(=O)c3ccc[nH]3)o2)cc1
4	-8	-8	1.1	0.96	-8	-23	-1	OCC(C#CCN1CCCCC1)NCc1ccccc1 (configuration not stated)
-13	0	-1	1	1.1	-3	-6	0	O=C(COC(=O)c1ccccn1)NNC(=O)c1ccc([N+](=O)[O-])cc1
-2	-1	-6	1	1	0	-18	5	C[C@H](NC(=O)[C@@H]1Cc2ccccc2CN1)C(=O)NC1CCCCC1
2	3	-4	0.97	0.97	2	-9	-2	Cc1ccc(CN(CC(=O)NC(C)(C)C)C(=O)CNC(=O)c2cccs2)cc1
-7	1	-9	0.99	1.1	5	-8	-5	CSCC[C@H](NC(=O)NCCc1ccc(F)cc1)C(=O)O
